Screening data deposited in PubChem by National Center for Advancing Translational Sciences (NCATS).
Shiga toxin inh = Shiga toxin inhibition. Vero cells, Shiga toxin protein synthesis inhibition reporter. inhibition, % at 38.7 µM. actives 9.2% (n = 290,000); in the data active means inhibition mostly above about 28%, no sharp cut-off; inactive means mostly below about 43%; further: 0% is about no effect
Pf growth 96h = P. falciparum growth inhibition at 96 hour, primary screen for plastid delayed-death inhibitors; P. falciparum luciferase reporter growth, 96 h; AID 504834; actives 6.9% (n = 320,000); Potency, µM (top dose mostly 28.7 µM), for inactives: top-dose activity change, negative = inhibition, hits mostly inhibitors; further: potency means the concentration at half of the fitted maximal effect; on the % scale 0 is the no-effect control and ±100 the full control effect
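Delayed-death screen, second-generation endpoint: infected erythrocytes, 2% hematocrit, 0.05% parasitemia final; 96 hours at 37 C, 5% CO2; luciferase detection reagent; luminescence decrease equals reduced growth.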
LmPK inhibitor = inhibitors of Leishmania mexicana pyruvate kinase | Q27686 | Potency, µM (doses to about 57.5 µM), for inactives: at the top dose activity change, negative = inhibition, most hits filed as inhibitors | actives 0.37% (n = 290,000) | purified LmPK, Kinase-Glo ATP luminescence, 1 h | AID 1721; further: potency means the concentration at half of the fitted maximal effect; on the % scale 0 is the no-effect control and ±100 the full control effect
Target sequence (Q27686 whole entry, looked up): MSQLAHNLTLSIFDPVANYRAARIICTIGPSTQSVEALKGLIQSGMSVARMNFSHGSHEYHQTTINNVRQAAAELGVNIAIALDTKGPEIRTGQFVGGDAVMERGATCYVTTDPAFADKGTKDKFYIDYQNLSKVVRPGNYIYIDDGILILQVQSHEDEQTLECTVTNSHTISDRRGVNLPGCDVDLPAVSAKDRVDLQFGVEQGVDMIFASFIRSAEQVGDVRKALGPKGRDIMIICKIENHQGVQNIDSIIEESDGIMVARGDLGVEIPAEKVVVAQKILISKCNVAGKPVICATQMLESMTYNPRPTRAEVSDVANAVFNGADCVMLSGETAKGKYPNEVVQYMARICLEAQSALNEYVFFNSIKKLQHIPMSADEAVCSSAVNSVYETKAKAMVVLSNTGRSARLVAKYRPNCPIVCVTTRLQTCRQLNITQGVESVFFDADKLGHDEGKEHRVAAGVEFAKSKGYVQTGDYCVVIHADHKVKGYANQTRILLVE
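In 50 mM imidazole pH 7.2 with 7 mM MgCl2, LmPK (0.1 nM) turned over PEP (0.5 mM) and ADP (0.1 mM) for 1 h at room temperature. Luciferase read-out of ATP.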
AMA1-RON2 inh = inhibitors of Plasmodium falciparum AMA1-RON2 interaction; AID 720542; AlphaScreen AMA1-biotinylated RON2 peptide binding; actives 0.2% (n = 360,000); Potency, µM (doses to about 58.2 µM), inactives show at the highest dose activity change, negative = inhibition, actives largely listed as inhibitors;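 further: potency means the concentration at half of the fitted maximal effect; 0% = vehicle wells and -100% = peptide control; nearly all actives have a fitted effect of over 45% in size; some results filed as inactive show a strong effect at the top dose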
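AMA1 (3D7) with his tag at 25 nM final met compounds first, then biotinylated RON2 peptide at 25 nM; detection used donor plus acceptor beads, 10 µg/mL apiece, read by AlphaScreen after 30 min at room temperature.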
TbPYK inhibitor = T. brucei pyruvate kinase inhibition | actives 0.12% (n = 410,000) | AID 624173 | TbPYK enzyme, Kinase-Glo Plus ATP luminescence, 45 min | Potency, µM (series often up to 76.8 µM), without a hit: at the top dose activity, negative = inhibition, most hits filed as inhibitors; further: potency means the concentration at half of the fitted maximal effect; on the % scale 0 is the no-effect control and ±100 the full control effect; nearly all actives have a fitted effect of over 50% in size
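TbPYK + substrate in 50 mM TEA pH 7.2, 100 mM KCl, 10 mM MgCl2, 0.05% BSA, 0.01% Tween-20; cpd pinned; ADP 130 uM final; 45 min RT; Kinase-Glo Plus 10 min; luminescence endpoint.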
CHX counter = counter-screen for Shiga toxin inhibitors: cycloheximide protein synthesis inhibition | cell reporter, cycloheximide protein synthesis inhibition counterscreen | max response, % | actives 12% (n = 300,000); in the data active means max response mostly above about 13%, no sharp cut-off; inactive means mostly below about 14%; further: read at 38.3 µM for the half of the compounds with a filed dose; 0% is about no effect
Pf growth 48h = inhibits P. falciparum growth in the first generation, 48 h; P. falciparum luciferase growth in erythrocytes, 48 h; actives 5.9% (n = 310,000); Potency, µM (series often up to 28.7 µM), inactives show top-dose activity change, negative = inhibition, most hits filed as inhibitors; further: potency means the concentration at half of the fitted maximal effect; on the % scale 0 is the no-effect control and ±100 the full control effect
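Compounds are pin-transferred into medium, infected erythrocytes (2% hematocrit, 0.1% parasitemia final) are added, and plates sit one parasite generation at 37 C in 5% CO2. Detection reagent is then added and luminescence measured.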
* hit, by the source's call; i = inactive; ? = inconclusive; . = no result given; & = joins results of further samples; [ ] = dose if it differs, or a comment. Unless noted, the call rests on the fitted dose curve; in most records, active means well fitted curve in the direction sought with a large enough effect; inconclusive means small, poorly fitted or top-dose-only effect, or another doubt; inactive means no such curve, though single readings can be large; an effect the other way counts as inactive or inconclusive. Rows are unselected. Share with any hit: about 21%.

Fields: Shiga toxin inh	Pf growth 96h	LmPK inhibitor	AMA1-RON2 inh	TbPYK inhibitor	CHX counter	Pf growth 48h
> COc1ccccc1CNC(c1ccccc1)c1ccccc1
    -7	?	1%	19%	4%	-5	0%
> O=C1CCC(C(=O)OCC(=O)c2c[nH]c3ccccc23)=NN1
    -2	33%[activator]	2%	9%	-2%	1	2%
> CN(C)S(=O)(=O)c1ccc(S(=O)(=O)NCc2ccc3c(c2)OCO3)cc1
    6	0%	-3%	-20%	-2%	-3	2%
> Cc1ccc(-c2nc(NCc3ccc(F)cc3)n(S(C)(=O)=O)n2)cc1
    20	15%	3%	-4%	2%	10	15%
> COc1ccc(NC(=O)CN2CCN(C3c4ccccc4-c4ccccc43)CC2)c(OC)c1
    -6	19%	9%	-6%	2%	-2	?
> COc1ccc(-n2c(SCC(N)=O)nc3nc4c(cc3c2=O)COC(C)(C)C4)cc1
    3	6%	-4%	23%	-8%	-3	9%
> COc1ccc(C(=O)Nc2nnc(S(=O)(=O)N(C)Cc3ccc(F)cc3)s2)cc1OC
    -5	2%	1%	-6%	-3%	-3	14%
> COc1ccc(Nc2nc(-c3cccnc3)cs2)c(OC)c1
    38*	-10%	-2%	-23%	10%	37*	?
> COc1ccccc1C(=O)COC(=O)c1cc(=O)[nH]c2ccccc12
    .	26%	.	-19%	2%	.	21%
> O=C(COC(=O)CCN1C(=O)/C(=C\C=C\c2ccccc2)SC1=S)Nc1cc(F)ccc1F
    23	1%	0%	-11%	-12%	-2	-13%
> Cc1ccc(S(=O)(=O)N2CCN(C(=O)COc3ccc(C)nc3[N+](=O)[O-])CC2)c(C)c1
    26	?	5%	-9%	6%	10	-27%
> CC1(C)CC(=O)c2cc(OCC(=O)N3CCOCC3)ccc2O1
    -13	-14%	3%	8%	1%	-1	-12%
> NCCNc1ccc([N+](=O)[O-])c2cccnc12
    14	61%	-1%	81%[activator]	-2%	-1	-10%
> Cc1cccc(-n2c3nc(=O)[nH]c(=O)c-3cc3cc([N+](=O)[O-])ccc32)c1
    -2	-20%	-2%	31%[activator]	-1%	-3	9%
> Cc1cc(NC(=O)C(C)C)ncc1NC(=O)c1ccco1
    5	39%[activator]	-7%	.	.	11	10%
> Cc1cccc(C)c1OCC(=O)Nc1cccc(NC(=O)c2ccco2)c1
    15	.	5%	-1%	-8%	14	?
> CNC(=O)CS(=O)CC(=O)Nc1cc(OC(C)C)c(Cl)cc1Cl (configuration not stated)
    -1	2%	-9%	-9%	0%	-2	41%[activator]
> CSc1nsc(SCC(=O)Nc2ccccc2)n1
    34	24%	-6%	1%	0%	40*	46%[activator]
> Cc1ccc(S(=O)(=O)Cn2nnnc2CN(Cc2ccco2)Cc2cccs2)cc1
    11	18%	7%	-10%	4%	-4	10µM*
> Cc1ccc(Cl)cc1N1CCN(C(CC(C)C)c2nnnn2CC2CCCO2)CC1 (configuration not stated)
    25	0%	8%	2%	4%	5	?
> CCCCNC(=O)CCn1ccc2cc(S(=O)(=O)N3CCCC3)ccc21
    -4	-17%	0%	0%	2%	-4	-5%
> Cn1cc([N+](=O)[O-])c(C(=O)Nc2ccc(-c3nc4ccccc4[nH]3)cc2)n1
    -3	30%	3%	-21%	2%	32*	103%[activator]
> COc1ccc(OC)c(NC(=O)COC(=O)CCC2CCCC2)c1
    .	11%	.	-7%	0%	.	-8%
> CCN(C(=O)COC(=O)c1nn(-c2ccccc2)c(=O)c2ccccc12)C1CCS(=O)(=O)C1 (configuration not stated)
    1	5%	3%	0%	7%	-3	-3%
> CC1(C)CC2CC(C)(CN2C(=O)c2ccc([N+](=O)[O-])cc2)C1 (configuration not stated)
    -2	12%	-4%	-6%	-4%	6	-4%
> CC(NC(=O)CN(C)S(=O)(=O)c1ccc2c(c1)c(=O)n(C)c(=O)n2C)c1ccccc1 (configuration not stated)
    -6	?	-9%	0%	4%&0%	-5	-10%
> Cc1cc(C(=O)Nc2ccc(N3CCOCC3)c(Cl)c2)c(C)o1
    42*	53%[activator]	-22%	0%	4%	34*	93%[activator]
> CC(=O)c1sc(N)nc1C
    .	61%[activator]	.	2%&-1%	5%&1%	.	11%
> O=C(O)C1C2C=CC(C2)C1C(=O)OCc1ccccc1 (configuration not stated)
    -9	9.3µM*	5%	-5%	-4%	-3	-9%
> N/C(=N\OC(=O)CCCOc1ccccc1)c1ccccn1
    42*	-22%	-6%	-13%	-2%	26*	30%

Two consecutive compounds already listed:
Fields: Shiga toxin inh	Pf growth 96h	LmPK inhibitor	AMA1-RON2 inh	TbPYK inhibitor	CHX counter	Pf growth 48h
> O=C(O)C1C2C=CC(C2)C1C(=O)OCc1ccccc1 (configuration not stated)
    -9	9.3µM*	5%	-5%	-4%	-3	-9%
> N/C(=N\OC(=O)CCCOc1ccccc1)c1ccccn1
    42*	-22%	-6%	-13%	-2%	26*	30%

5 structures already listed, sorted by heavy-atom count, lowest first:
Fields: Shiga toxin inh	Pf growth 96h	LmPK inhibitor	AMA1-RON2 inh	TbPYK inhibitor	CHX counter	Pf growth 48h
> O=C(O)C1C2C=CC(C2)C1C(=O)OCc1ccccc1 (configuration not stated)
    -9	9.3µM*	5%	-5%	-4%	-3	-9%
> CC1(C)CC(=O)c2cc(OCC(=O)N3CCOCC3)ccc2O1
    -13	-14%	3%	8%	1%	-1	-12%
> CCCCNC(=O)CCn1ccc2cc(S(=O)(=O)N3CCCC3)ccc21
    -4	-17%	0%	0%	2%	-4	-5%
> Cn1cc([N+](=O)[O-])c(C(=O)Nc2ccc(-c3nc4ccccc4[nH]3)cc2)n1
    -3	30%	3%	-21%	2%	32*	103%[activator]
> COc1ccc(-n2c(SCC(N)=O)nc3nc4c(cc3c2=O)COC(C)(C)C4)cc1
    3	6%	-4%	23%	-8%	-3	9%

Later entries.
Fields: Shiga toxin inh	Pf growth 96h	LmPK inhibitor	AMA1-RON2 inh	TbPYK inhibitor	CHX counter	Pf growth 48h
> CCN(CC)CCCNc1nc(N)c([N+](=O)[O-])c(NCCO)n1
    -6	3%	-1%	-16%	3%	2	25%
> COc1cccc(-n2c(-c3ccc4[nH]c(C)c(C)c4c3)n[nH]c2=S)c1
    -12	17%	-4%	34%[activator]	7.9µM*	2	-12%
> CCc1ccccc1NC(=O)CCN1C(=O)c2ccccc2C1=O
    24	?	9%	-2%	-8%	-4	.
> Cc1ccc(CNC(=O)CCc2c(C)nc3c(c(C)nn3-c3ccc(C)cc3)c2C)cc1
    -8	-17%	8%	4%	1%	-3	8%
> CCCN(CCC)c1nc2ccccc2nc1C(C#N)C(=O)OC(C)COC (configuration not stated)
    28	.	-1%	-6%	-2%	16	38%[activator]
> Oc1ccccc1/C=N/Nc1nc2ccccc2o1
    97*	2.1µM*	-11%	121%[activator]	0%	62*	2.6µM*
> O=C(O)c1ccc(NC(=S)NC(=O)c2cncc(Br)c2)cc1
    12	0%	-2%	33%[activator]	-4%	-4	-11%
> O=C(CNC(=O)c1ccc(Cl)cc1)OC1CCOC1=O (configuration not stated)
    -3	76%[activator]	2%	31%[activator]	-12%	1	15%
> COc1ccc2c(c1)C(=O)N(c1ccccc1OC)C(=O)C2(C)C
    -17	46%[activator]	10%	12%	4%	-3	.
> O=C(COc1ccccc1Cl)Nc1ccc2c(c1)OCO2
    71*	-12%	3%	0%	6%	42*	219%[activator]
> O=C(CCc1nc2cccnc2n1Cc1ccccc1)N1CCOCC1
    -3	?	8%	10%	-4%	-4	.
> Cc1ccc(NC(=S)NC(=O)/C=C/c2ccco2)c(O)c1
    68	45%[1.15 µM]	-3%	28%	2%	60*	247%[activator]
> CC1CCCCC1NC(=O)CSc1nnnn1C (configuration not stated)
    .	12%	.	3%	-2%	.	-5%
> CC(C)S(=O)(=O)CC(=O)c1ccc(Cl)cc1
    -9	18%	3%	10%	-3%	8	10%
> CCOc1cc(/C=C2\N=C(SC(C)C(N)=O)N(c3ccc(OC(F)F)cc3)C2=O)ccc1O (configuration not stated)
    -7	1.2µM*	0%	-5%	-9%	1	47%[activator]
> CCNC(=O)c1ccc(CSc2ccc(Cl)cc2)cc1
    55*	?	0%	-10%	-14%	34*	4.7µM*
> Cc1c(C(=O)NCc2ccc3c(c2)cc(C)n3C)cccc1[N+](=O)[O-]
    -10	-20%	-3%	-3%	5%	-1	16%
> CC1CCN(CC(=O)N2c3ccccc3CCc3ccccc32)CC1
    -7	25%	3%	-4%	3%	-3	15µM*
> C/C(Cn1cnc([N+](=O)[O-])n1)=N\NC(=O)c1ccc(Br)cc1
    44*	-12%	0%	38%[activator]	-1%	18*	11%
> Cn1c(=O)oc2cc(S(=O)(=O)NCc3ccccn3)ccc21
    -16	4%	10%	32%[activator]	-11%	14	.
> C=CCn1c(O)c(N=NC(=S)Nc2cccc(OC)c2)c2ccccc21
    -8	?	1%	-10%	-5%	-3	3.7µM*
> O=C(O)c1ccc2c(c1)C(=O)N(c1cccc(C(=O)/C=C/c3ccccc3)c1)C2=O
    52*	.	4%	6%	0%	28*	37%[activator]
> CC(=O)Nc1ccc2c(c1)ncn2C
    -4	-20%	-3%	9%	-6%	-2	30%
> O=C(CSc1ccc(-c2cccnc2)nn1)Nc1ccccc1
    8	12µM*	-2%	6%	-3%	6	4%
> CCOC(=O)N1CCC(N(CCN(C)C)C(=S)Nc2cc(C)cc(C)c2)CC1
    -8	-8%	1%	18%	-5%	-4	-8%
> O=S(=O)(c1ccccc1)N1N=C(c2ccccc2)CC1c1ccccc1 (configuration not stated)
    -3	?	12%	-2%	5%	0	?
> CCc1ccc(-c2cc(C(=O)NN3CCOCC3)c3ccccc3n2)cc1
    18	34%[activator]	-1%	-3%	-7%	16	30%[activator]
> COc1ccc(-c2cc(C)no2)cc1S(=O)(=O)N(C)c1cccc(C)c1
    -5	?	0%	0%	1%	20	?
> O=[N+]([O-])c1cccc(S(=O)(=O)Nc2ccc(S(=O)(=O)NCC3CCCO3)cc2)c1 (configuration not stated)
    -8	-25%	-1%	0%	11%	-2	32%[activator]
> CC1CCN(C(=S)NC(=O)c2ccccc2)CC1
    -7	-5%	-1%	-3%	-23%	-1	.
> Cc1ccc2cccc(Oc3ccc([N+](=O)[O-])cc3[N+](=O)[O-])c2n1
    -9	-10%	3%	-6%	9%	-1	?
> COc1cccc(C2NC(=O)c3ccccc3O2)c1OCc1ccccc1F (configuration not stated)
    -5	-14%	0%	7%	12%	-1	-3%
> c1ccc(-c2csc(-n3cccn3)n2)cc1
    46	72%[activator]	-1%	25%	-4%	51*	i
> O=C(Oc1ccnc2cc(Cl)ccc12)N1CCCCCC1
    28	?	5%	11%	6%	8	.
> Cc1cc(OCc2cc(C(=O)N3CCCCCC3)no2)cc(C)c1Cl
    128*	?	-6%	2%	-1%	61*	19%
